CFTR F508del cor = F508del CFTR correction, initial screen, CFBE line, single point. CFBE cells, YFP halide quenching; stimulated with forskolin plus potentiator P3; % fluorescence drop versus neutral controls. activity (quench increase), % at 7.58 µM. 350,000 compounds, 0.36% hits;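 active means mean added fluorescence quench of at least 8% versus neutral control, with both replicates also reaching 8%; inconclusive means only one of the mean or replicate conditions met; inactive means mean below 8% and not both replicates reaching 8%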;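 further: cells transiently co-express mutant CFTR-F508del with the halide-sensitive YFP; corrector assay measuring rescue of mutant channel to the surface after 24 h compound exposure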
RAD52 inh = RAD52 DNA annealing inhibitors, primary screen, biochemical, FRET, single point, set 2. DNA repair protein RAD52 homolog (Homo sapiens), P43351. recombinant RAD52 DNA annealing, FRET fluorescence. inhibition, % at 18.7 µM. 360,000 compounds, 0.46% hits;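 active means every replicate showing at least 50% inhibition; inconclusive means mean inhibition at least 50% but not in every replicate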
Target sequence (P43351 whole entry, looked up): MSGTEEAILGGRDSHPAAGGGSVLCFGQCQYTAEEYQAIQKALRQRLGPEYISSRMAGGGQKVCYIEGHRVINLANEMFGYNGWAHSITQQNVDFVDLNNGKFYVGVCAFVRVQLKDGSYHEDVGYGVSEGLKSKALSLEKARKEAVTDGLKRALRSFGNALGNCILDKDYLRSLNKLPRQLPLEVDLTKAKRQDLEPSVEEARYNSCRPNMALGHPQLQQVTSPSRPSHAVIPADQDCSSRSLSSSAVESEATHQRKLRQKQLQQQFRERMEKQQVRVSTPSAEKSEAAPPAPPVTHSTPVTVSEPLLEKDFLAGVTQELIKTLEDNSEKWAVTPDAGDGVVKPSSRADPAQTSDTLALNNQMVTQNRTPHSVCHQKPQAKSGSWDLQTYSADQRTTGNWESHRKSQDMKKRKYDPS
XiGFP reactiv = activators of inactive X chromosome reactivation, primary screen, imaging, XiGFP fibroblasts, GFP high-content imaging, set 2; XiGFP mouse fibroblasts, % GFP-positive cells imaging, 3 d; cells co-treated with 5-aza-dC sensitizer; scaled so ellipticine positive control = 100%; activation, % at 7.58 µM; 360,000 compounds, 0.055% hits; AID 743238, 2013;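 active means mean normalized replicate activation at least 10% and every replicate at or above 10%; inconclusive means only one of the two criteria met; inactive means mean below 10% and not all replicates reach 10%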;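 further: 0% = median of on-plate neutral control wells and 100% = ellipticine 6 µM median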
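Material: SV40-immortalized XiGFP fibroblast cells, line 68-5-11 | Buffer or medium: DMEM containing 5-aza-dC | Dosing: One concentration, pinned | Times: 3 d treatment, 15 min room-temperature fixation | Controls: Ellipticine 6 µM positive control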
RAD54 branch = inhibitors of human RAD54 branch migration, primary screen, biochemical, fluorescence, single point; RAD54 Holliday junction branch migration, FAM/BHQ fluorescence; inhibition, % at 10.4 µM; 360,000 compounds, 0.14% hits; DNA repair and recombination protein RAD54-like (Homo sapiens), Q92698; AID 602329, 2012;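 active means mean normalized replicate activity at least 40 and at least half of replicates scoring 40 or more; inconclusive means only one of the two criteria met; inactive means mean below 40 and under half of replicates reaching 40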;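 further: 0% = median of neutral control wells and 100% = median of positive control wells; inhibitors cause a drop in the FAM fluorescence signal; in these data hits start at about 50%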
DENV2 CPE = inhibitors of DENV2 cytopathic effect, primary screen, cell-based, plate reader, single concentration | DENV2-infected cells, cytopathic effect rescue | CPE inhibition, % at 9.99 µM | 350,000 compounds, 1.7% hits | AID 651640, 2012; in the data active means CPE inhibition above about 20%, passing the limit was not always enough; inconclusive means no clear call, values can overlap the other calls; tested in BHK-21 cells;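 further: 0% = median of neutral control wells and 100% = median of positive control wells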
INS-1E GSIS act = GLuc luminescence reporter in INS-1E cells, primary screen for activators of glucose-dependent secretion of insulin | activation, % at 16.6 µM | AID 743287, 2014 | INS-1E GLuc reporter insulin secretion, 2-3 h | 370,000 compounds, 0.61% hits;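 active means lowest replicate activation of at least 40%, so every replicate reaches that level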;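 further: 0% = median of neutral control wells and 100% = median of IBMX positive control wells; some compounds called inactive have numbers as strong as hits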
CASP6 VEID inh = human caspase-6 inhibitors, primary screen, biochemical, VEID-R110 fluorescence, single point, set 2; P55212; purified caspase-6, Z-VEID-R110 cleavage fluorescence; inhibition, % at 12.5 µM; 350,000 compounds, 0.53% hits;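 active means mean inhibition across replicates at least about 35%, with every replicate also reaching that limit, limit read from the data; inconclusive means only one of the two criteria met; inactive means neither criterion met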;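 further: 0% = median of neutral control wells and 100% = no fluorescence left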
E-sel inducer = E-selectin induction in HUVECs, primary screen, imaging, HUVEC, immunofluorescence imaging, single point; activation, % at 7.58 µM; AID 686992, 2013; P16581; normalized: neutral wells 0, TNF-alpha wells 100; 260,000 compounds, 0.37% hits;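 active means mean E-selectin-positive cell signal at least 10% of the positive control, reached in at least 60% of replicates, without over 20% cell loss; inconclusive means no rule given, readout overlaps actives, possibly toxicity-flagged; inactive means the rest, including those meeting only one limit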;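 further: in these data hits start at about 27%; measured in HUVEC primary endothelial cells; signal is the percent of cells scored E-selectin positive by PE staining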
Target sequence (P16581 whole entry, looked up): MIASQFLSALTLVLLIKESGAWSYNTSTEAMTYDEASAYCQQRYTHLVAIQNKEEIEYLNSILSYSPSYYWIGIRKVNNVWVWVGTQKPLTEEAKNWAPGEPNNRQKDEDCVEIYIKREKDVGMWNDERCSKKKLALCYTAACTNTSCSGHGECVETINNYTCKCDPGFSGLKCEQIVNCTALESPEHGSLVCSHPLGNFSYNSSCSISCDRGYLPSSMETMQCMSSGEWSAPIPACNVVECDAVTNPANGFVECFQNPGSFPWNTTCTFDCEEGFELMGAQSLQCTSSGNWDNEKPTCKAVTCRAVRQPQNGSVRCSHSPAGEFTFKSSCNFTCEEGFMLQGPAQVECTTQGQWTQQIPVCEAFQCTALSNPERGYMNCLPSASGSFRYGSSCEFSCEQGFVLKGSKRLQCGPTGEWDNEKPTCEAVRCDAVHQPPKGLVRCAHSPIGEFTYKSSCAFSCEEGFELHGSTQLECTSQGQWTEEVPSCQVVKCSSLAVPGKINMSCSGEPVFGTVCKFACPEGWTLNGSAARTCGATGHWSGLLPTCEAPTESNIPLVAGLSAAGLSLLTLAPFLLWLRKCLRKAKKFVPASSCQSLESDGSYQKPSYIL
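assay system = HUVEC, human umbilical vein endothelial cells | input = 3,000 HUVEC seeded per well | medium = EGM-2 growth medium on 0.1% gelatin-coated wells | dosing = one compound dose added by pin transfer | signal = immunofluorescence imaging | read-out basis = % PE-positive cells | control set = TNF-alpha, DMSO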
Starred values were filed as active, the others as inactive.

Results for COc1cccc(C(NC(C)=O)c2nc(-c3ccc(OC)nc3)cs2)c1 (stereo not given) ?
CFTR F508del cor: 1.7; RAD52 inh: -17; XiGFP reactiv: 0.0; RAD54 branch: -6; DENV2 CPE: 4; INS-1E GSIS act: 10; CASP6 VEID inh: -4; E-sel inducer: -0.2

What do the screens show for `COc1ccc(C2CCCN2C(=S)Nc2ccc(C)c(C)c2)cc1OC` (stereo not given)?
CFTR F508del cor: -2.5; RAD52 inh: -9; XiGFP reactiv: 0.0; RAD54 branch: -4; DENV2 CPE: 1; INS-1E GSIS act: 18; CASP6 VEID inh: -2; E-sel inducer: 7.2

How did C/C(=N\NC(=S)NC(C)C)c1ccc(Cl)c([N+](=O)[O-])c1 do in these assays?
CFTR F508del cor: -1.4; RAD52 inh: -1; XiGFP reactiv: 0.0; DENV2 CPE: 14; INS-1E GSIS act: 13; CASP6 VEID inh: -6; E-sel inducer: -1.4

How did COCC(=O)Nc1ccc2c(c1)[C@@H]1C[C@H](CC(=O)NCc3ccccc3)O[C@H](CO)[C@@H]1O2 do in these assays?
CFTR F508del cor: 2.6; RAD52 inh: -27; XiGFP reactiv: 0.5; RAD54 branch: -3; DENV2 CPE: 11; INS-1E GSIS act: -5; CASP6 VEID inh: 2; E-sel inducer: 0.2

What do the screens show for `CNC(=S)Nc1cc(OC)ccc1OC`?
CFTR F508del cor: -1.8; RAD52 inh: -11; RAD54 branch: 7; DENV2 CPE: 2; INS-1E GSIS act: 30; CASP6 VEID inh: -3

How did CCN(CC)CCn1c(NS(=O)(=O)c2ccc(C)cc2)nc2ccccc21 do in these assays?
CFTR F508del cor: -2.7; RAD52 inh: -47; XiGFP reactiv: -0.4; RAD54 branch: 2; DENV2 CPE: 2; INS-1E GSIS act: 2; CASP6 VEID inh: -7

What do the screens show for `O=C(CSc1nc2ccccc2c(=O)[nH]1)Nc1nc(-c2ccc(Br)cc2)cs1`?
CFTR F508del cor: 2.6; RAD52 inh: -5; XiGFP reactiv: 0.1; RAD54 branch: -12; DENV2 CPE: -2; INS-1E GSIS act: 10; CASP6 VEID inh: 6; E-sel inducer: -0.2

Results for CCC(=O)N(C)C[C@@H]1[C@H](c2ccc(C3=CCCC3)cc2)[C@H](CO)N1C(=O)CC ?
CFTR F508del cor: 3.2; RAD52 inh: -14; XiGFP reactiv: 0.1; RAD54 branch: 3; DENV2 CPE: 0; INS-1E GSIS act: 3; CASP6 VEID inh: 0; E-sel inducer: 0.0

How did Cc1noc(C(=O)NCc2ccco2)c1Cl do in these assays?
CFTR F508del cor: -2.5; RAD52 inh: 8; XiGFP reactiv: 0.0; RAD54 branch: -6; DENV2 CPE: 2; CASP6 VEID inh: 0; E-sel inducer: 0.0

What do the screens show for `COc1ccc(CCN(C(=O)c2snc(C(N)=O)c2N)C(C(=O)NCC2CCCO2)c2ccc(F)cc2)cc1OC` (stereo not given)?
CFTR F508del cor: 3.1; RAD52 inh: -27; XiGFP reactiv: 0.0; RAD54 branch: -18; DENV2 CPE: 6; INS-1E GSIS act: -12; CASP6 VEID inh: 8

What do the screens show for `CN(Cc1ccccc1F)c1ncnc2sccc12`?
CFTR F508del cor: -0.2; RAD52 inh: -14; XiGFP reactiv: 0.2; RAD54 branch: 4; DENV2 CPE: 1; INS-1E GSIS act: 16; CASP6 VEID inh: -1

How did CN1OC[C@@H]2CN(S(=O)(=O)c3cccc(C(F)(F)F)c3)[C@H](c3ccc(N4CCCCC4)cc3)C[C@@H]21 do in these assays?
CFTR F508del cor: -0.3; RAD52 inh: -75; RAD54 branch: 2; DENV2 CPE: -7; INS-1E GSIS act: -10; CASP6 VEID inh: 0; E-sel inducer: 0.0

What do the screens show for `C[C@H](NC(=O)C[C@@H]1C[C@@H]2c3cc(NC(=O)C4CCOCC4)ccc3O[C@@H]2[C@H](CO)O1)c1ccccc1`?
CFTR F508del cor: -2.2; RAD52 inh: 8; XiGFP reactiv: 0.2; RAD54 branch: 10; DENV2 CPE: 1; INS-1E GSIS act: 16; CASP6 VEID inh: -2; E-sel inducer: 0.4

What do the screens show for `COc1ccc(-n2nnnc2SC(C)C(N)=O)cc1` (stereo not given)?
CFTR F508del cor: 1.5; RAD52 inh: -5; RAD54 branch: -1; INS-1E GSIS act: 8; CASP6 VEID inh: -1

What do the screens show for `CC1CCCCC1NC(=O)Cn1cnc2c1c(=O)n(C)c(=O)n2C` (stereo not given)?
CFTR F508del cor: -2.4; RAD52 inh: -7; XiGFP reactiv: 0.0; RAD54 branch: -2; DENV2 CPE: 3; INS-1E GSIS act: 26; CASP6 VEID inh: 1; E-sel inducer: -0.6

What do the screens show for `Cc1ccc2occ(/C=N/NC(=O)c3ccc(O)cc3)c(=O)c2c1`?
CFTR F508del cor: 0.1; RAD52 inh: -9; XiGFP reactiv: 0.2; RAD54 branch: 1; DENV2 CPE: 1; INS-1E GSIS act: -6; CASP6 VEID inh: 2; E-sel inducer: 0.7

Results for O=C(c1ccco1)N1CCN(C2CN(Cc3ccccc3)S(=O)(=O)C2)CC1 (stereo not given) ?
CFTR F508del cor: 0.0; RAD52 inh: -15; XiGFP reactiv: 0.1; RAD54 branch: 2; DENV2 CPE: -3; INS-1E GSIS act: 47*; CASP6 VEID inh: 0

Results for C[C@@H]1CN([C@@H](C)CO)C(=O)c2cccc(NS(=O)(=O)c3cn(C)cn3)c2O[C@H]1CN(C)S(=O)(=O)c1cn(C)cn1 ?
CFTR F508del cor: 0.4; RAD52 inh: -3; XiGFP reactiv: -0.1; RAD54 branch: -6; DENV2 CPE: -8; INS-1E GSIS act: 0; CASP6 VEID inh: 0; E-sel inducer: -0.1

How did COc1ccc(NC(=O)N(C)C[C@@H]2Oc3ncc(C#CC(C)C)cc3C(=O)N([C@H](C)CO)C[C@@H]2C)cc1 do in these assays?
CFTR F508del cor: -3.0; RAD52 inh: 19; XiGFP reactiv: -0.3; RAD54 branch: -1; DENV2 CPE: -7; INS-1E GSIS act: -19; CASP6 VEID inh: 3; E-sel inducer: 0.0

Results for CS(=O)(=O)N[C@@H]1C[C@@H]2O[C@H](CO)CC[C@@H]2O[C@@H]1CCc1ccc(/C=C/c2ccccc2)cc1 ?
CFTR F508del cor: -1.5; RAD52 inh: 8; DENV2 CPE: inconclusive; CASP6 VEID inh: -1

How did CCCCNC(=O)c1onc(CSc2ccc(OC)cc2)c1C(=O)O do in these assays?
CFTR F508del cor: -1.7; RAD52 inh: -42; XiGFP reactiv: 0.0; RAD54 branch: 3; DENV2 CPE: -4; INS-1E GSIS act: -6; CASP6 VEID inh: 0

What do the screens show for `O=C(N/N=C1\CCc2ccccc21)c1ccncc1`?
RAD52 inh: -2; XiGFP reactiv: 0.3; DENV2 CPE: 14; INS-1E GSIS act: -8; CASP6 VEID inh: 0; E-sel inducer: -2.2

Results for O=c1[nH]c(CSc2ncc(C(F)(F)F)cc2Cl)nc2ccccc12 ?
CFTR F508del cor: 0.2; RAD52 inh: -35; XiGFP reactiv: 0.0; RAD54 branch: 1; DENV2 CPE: 2; INS-1E GSIS act: 2; CASP6 VEID inh: -8; E-sel inducer: 0.2

Results for CCOC(=O)C1=CCC(c2ccccc2Cl)N(S(=O)(=O)c2ccc(C)cc2)C1 (stereo not given) ?
CFTR F508del cor: 3.8; RAD52 inh: -10; XiGFP reactiv: 0.3; RAD54 branch: 7; DENV2 CPE: -6; INS-1E GSIS act: -1; CASP6 VEID inh: 1; E-sel inducer: 2.1

How did COc1ccccc1NC(=O)CC(c1ccc(F)cc1)c1ccco1 (stereo not given) do in these assays?
CFTR F508del cor: -0.3; RAD52 inh: -13; XiGFP reactiv: 0.3; DENV2 CPE: -4; INS-1E GSIS act: -9; CASP6 VEID inh: 5

How did Cc1cc(CN(C)C(=O)c2ccc3nc(Cc4ccccc4F)oc3c2)on1 do in these assays?
CFTR F508del cor: -1.0; RAD52 inh: -11; XiGFP reactiv: -0.1; RAD54 branch: -8; DENV2 CPE: -8; INS-1E GSIS act: -1; CASP6 VEID inh: 1; E-sel inducer: 0.2

What do the screens show for `COC(=O)c1nccnc1N`?
CFTR F508del cor: -2.0; RAD52 inh: 2; XiGFP reactiv: 0.5; DENV2 CPE: 5; INS-1E GSIS act: -12; CASP6 VEID inh: -2; E-sel inducer: -0.4

Results for CNC(=O)C[C@@H]1CC[C@H]2[C@H](COc3ccc(NC(=O)c4ccc(OC)cc4)cc3C(=O)N2C)O1 ?
CFTR F508del cor: -5.1; RAD52 inh: 3; XiGFP reactiv: 0.2; RAD54 branch: 5; DENV2 CPE: 2; INS-1E GSIS act: 4; CASP6 VEID inh: 0; E-sel inducer: -0.1

What do the screens show for `COc1ccc(O)c(-c2[nH]ncc2C(=O)c2cccc(C)c2)c1`?
CFTR F508del cor: 0.7; RAD52 inh: -7; XiGFP reactiv: 0.0; RAD54 branch: 4; DENV2 CPE: -5; INS-1E GSIS act: 23; CASP6 VEID inh: 0; E-sel inducer: 0.0

What do the screens show for `Cc1cc(C(=O)Nc2ccc(S(=O)(=O)N3CCOCC3)cc2)c(C)o1`?
CFTR F508del cor: -1.7; RAD52 inh: -9; XiGFP reactiv: 0.2; RAD54 branch: 1; DENV2 CPE: -3; INS-1E GSIS act: -15; CASP6 VEID inh: -2; E-sel inducer: 17

Results for CCOc1ccc(C(=O)CCC(=O)NNC(=O)c2ccccc2O)cc1 ?
CFTR F508del cor: -0.1; RAD52 inh: -3; XiGFP reactiv: 0.0; DENV2 CPE: -1; INS-1E GSIS act: 1; CASP6 VEID inh: 6; E-sel inducer: -1.7

How did COc1ccc([Si](C)(C)[C@H]2[C@H](CCO)O[C@@]3(C(=O)N(Cc4ccccc4)c4ccc(NC(C)=O)cc43)[C@@H]2C)cc1 do in these assays?
CFTR F508del cor: 3.2; RAD52 inh: -2; RAD54 branch: 5; DENV2 CPE: 19; CASP6 VEID inh: 0

Results for COc1cc(CC(=O)N2c3ccccc3N=C(c3ccccc3)C2C(=O)NCc2ccccc2)cc(OC)c1 (stereo not given) ?
CFTR F508del cor: 1.0; RAD52 inh: -22; XiGFP reactiv: 0.1; DENV2 CPE: 8; INS-1E GSIS act: 0; CASP6 VEID inh: -3; E-sel inducer: 0.0

Results for C/C=C/c1ccc2c(c1)O[C@@H](CN(C)C(=O)Cc1ccncc1)[C@H](C)CN([C@@H](C)CO)S2(=O)=O ?
CFTR F508del cor: 2.9; RAD52 inh: 1; XiGFP reactiv: 1.2; RAD54 branch: -11; DENV2 CPE: -5; INS-1E GSIS act: -15; CASP6 VEID inh: 0; E-sel inducer: -0.2

Results for COc1cccc(NS(=O)(=O)c2c(C)n(C)c(=O)n(C)c2=O)c1 ?
CFTR F508del cor: -3.6; RAD52 inh: 1; XiGFP reactiv: -0.2; RAD54 branch: -33; DENV2 CPE: 5; INS-1E GSIS act: 20; CASP6 VEID inh: -2; E-sel inducer: -0.5

Screening results from PubChem.
